m5-HT2A agonist = mouse Htr2a agonists via beta-arrestin recruitment, primary screen, cell-based, luminescence | hit rate 0.66% among 360,000 | activation, % at 7.6 µM | CHO-K1 mHTR2A beta-arrestin complementation; percent of 30 µM serotonin response | 5-hydroxytryptamine receptor 2A (Mus musculus), P35363;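 active = activation above a run cutoff, the mean activation of all tested compounds plus 3 SD, cut at about 14% in these data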;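 note: 0% = plate median of compound wells and 100% = 30 µM serotonin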
MC4R antag cAMP = MC4R antagonists of cAMP signaling, primary screen, cell-based, TR-FRET, antagonist arm of biased-ligand search; Melanocortin receptor 4 (Homo sapiens), P32245; MC4R-expressing cells, MTII-stimulated cAMP, LANCE TR-FRET; inhibition, % at 6.5 µM; hit rate 0.48% among 360,000; AID 540295, 2011;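 active = inhibition above its plate's cutoff, the mean of tested wells on that plate plus 3 SD, cut at about 29% in these data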;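 note: 0% = Melanotan II alone and 100% = Melanotan II plus saturating MCL0020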
Target sequence (P32245 whole entry, looked up): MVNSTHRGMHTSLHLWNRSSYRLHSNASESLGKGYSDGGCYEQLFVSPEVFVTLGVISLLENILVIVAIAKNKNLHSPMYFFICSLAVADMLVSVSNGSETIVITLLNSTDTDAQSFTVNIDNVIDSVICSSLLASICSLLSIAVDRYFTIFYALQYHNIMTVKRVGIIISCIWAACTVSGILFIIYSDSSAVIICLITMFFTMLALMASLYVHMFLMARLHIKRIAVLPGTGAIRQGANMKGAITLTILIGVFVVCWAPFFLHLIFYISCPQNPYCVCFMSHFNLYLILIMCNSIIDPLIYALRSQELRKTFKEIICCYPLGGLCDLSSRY
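Assay system: U2OS cells stably expressing human melanocortin 4 receptor (MC4R) / Dosing: 6.5 µM / Timing: compound 30 min, challenge 1 h, detection 1 h / Measured by: Eu-cAMP/anti-cAMP TR-FRET, emission 671 nm / Replicates: singlicate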
ABHD5 PLIN5 PPI = ABHD5-PLIN5 interaction inhibitors, primary screen, cell lysate, split luciferase complementation, luminescence | Perilipin-5 (Homo sapiens) + 1-acylglycerol-3-phosphate O-acyltransferase ABHD5 (Homo … | Split G. princeps luciferase complementation, 4 h | inhibition, % at 4 µM | hit rate 0.78% among 360,000;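 active = inhibition above the mean inhibition across every tested compound plus 3 SD, cut at about 22% in these data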;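 note: 0% = DMSO only wells and the 100% control is not disclosed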
PDI turbidity = inhibitors of human PDI, primary screen, biochemical, turbidity, single point, plate reader | Protein disulfide-isomerase (Homo sapiens), P07237 | PDI insulin aggregation turbidity, A650, 90 min | inhibition, % at 10 µM | hit rate 0.052% among 350,000 | AID 588391, 2011;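 active = mean inhibition across replicates of 30% or more, whatever share of single replicates reach that level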;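 note: absorbance from insulin aggregation driven by PDI reduction with DTT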
Target sequence (P07237 whole entry, looked up): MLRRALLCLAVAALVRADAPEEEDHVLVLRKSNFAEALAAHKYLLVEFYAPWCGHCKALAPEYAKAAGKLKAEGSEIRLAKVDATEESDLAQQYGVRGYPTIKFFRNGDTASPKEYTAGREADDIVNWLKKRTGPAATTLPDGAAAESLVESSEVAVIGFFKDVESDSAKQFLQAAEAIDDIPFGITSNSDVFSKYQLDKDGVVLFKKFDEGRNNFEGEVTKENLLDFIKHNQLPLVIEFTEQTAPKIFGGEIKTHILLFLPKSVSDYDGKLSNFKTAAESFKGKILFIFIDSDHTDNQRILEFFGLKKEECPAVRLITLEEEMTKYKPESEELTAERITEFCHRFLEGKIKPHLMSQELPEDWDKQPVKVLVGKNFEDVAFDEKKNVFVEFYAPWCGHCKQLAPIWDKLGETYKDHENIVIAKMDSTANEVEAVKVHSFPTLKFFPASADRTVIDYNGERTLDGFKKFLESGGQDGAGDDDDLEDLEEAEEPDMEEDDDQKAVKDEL
CaV13 ICDI inh = Disruptors of the CACNA1D IQ motif to Ca2+-dependent inactivation inhibitor domain association, primary screening, Förster resonance energy transfer in intact living …; hit rate 0.098% among 340,000; inhibition, % at 12.3 µM; HEK cells, CFP/YFP FRET ICDI-IQ, plate reader, 10 min; percent FRET-ratio fall versus neutral wells;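 active = mean replicate inhibition of at least 30% and at least 1% of replicates passing that level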;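 note: 0% = median of the neutral control wells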
N-glyco inh = increase of ERlucT glycosylation luciferase signal, primary screen, N-linked glycosylation inhibitor project, D54 ERlucT cells, luminescence, set 2; D54 ERlucT glycosylation luciferase reporter, 24 h; percent of 100 nM tunicamycin response; reporter increase, % at 12.5 µM; hit rate 0.23% among 360,000; AID 588692, 2011;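 active = mean luciferase reporter signal, scaled so untreated is 0 and the glycosylation-blocking control 100, at or above a set limit in every replicate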;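 note: luciferase carries N-glycosylation sites so blocking glycosylation raises the light; 0% = median of neutral control wells and 100% = median of 100 nM tunicamycin wells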
H9c2 protect = cardioprotection against H2O2-induced cell death, primary screen, uHTS, H9c2 cells, ATPLite luminescence. hit rate 0.63% among 360,000. protection from H2O2 cell death, % at 20 µM. H9c2 cardiomyocytes, H2O2 injury protection, 2 h;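 active = compounds giving at least 50% protection of heart cells from peroxide-induced death in the single-dose screen, raw or plate-pattern-corrected value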;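 note: 0% = DMSO wells with peroxide and 100% = DMSO wells without peroxide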
Granule exo inh = LAMP-1 surface exposure blockers, TALL-104 cells – cell-based, flow cytometry, MLPCN library, primary screen | TALL-104 LAMP-1 surface exposure; cells stimulated with thapsigargin and PMA | inhibition, % at 10 µM | hit rate 0.66% among 360,000 | AID 651702, 2012;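 active = inhibition above about 55%, limit read from the data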
MC4R barr agon = MC4R agonists recruiting beta-arrestin, primary screen, cell-based, luminescence, agonist arm of biased-ligand search. U2OS MC4R beta-arrestin complementation; percent of melanotan II response, DMSO zero. hit rate 0.98% among 360,000. AID 540308, 2011. activation, % at 8.9 µM;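 active = activation above a per-plate cutoff, the mean activation of sample wells on that plate plus 3 SD, cut at about 8% in these data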
ABCB6 inh 2 = ABCB6 transporter inhibitors, primary screen, K562-ABCB6 cells, flow cytometry, MLPCN library; ATP-binding cassette sub-family B member 6 (Homo sapiens), Q9NP58; K562-ABCB6 porphyrin accumulation, 1 h; hits give low values; fluorescence ratio to DMSO, % at 10 µM; hit rate 0.19% among 360,000; AID 602162, 2011;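 active = fluorescence ratio to DMSO below 75%, the collection mean minus 3 SD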;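 note: signal is porphyrin accumulated inside mitochondria; 100% equals median channel fluorescence of DMSO control wells; lower ratio means ABCB6 inhibition with less porphyrin fluorescence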
The depositor's hits bear a star; nt = not tested or not shown.

SMILES | m5-HT2A agonist | MC4R antag cAMP | ABHD5 PLIN5 PPI | PDI turbidity | CaV13 ICDI inh | N-glyco inh | H9c2 protect | Granule exo inh | MC4R barr agon | ABCB6 inh 2
N#Cc1cnc(SCC(=O)c2ccccc2)nc1N | -1 | 10 | -2 | 2 | -7 | 2 | 12 | -1 | -0.5 | 98
COc1ccc(C2CC(c3ccccc3)=NN2C(=O)COC(=O)c2cc(S(=O)(=O)N3CCOCC3)ccc2F)cc1 (configuration not stated) | 2 | 0 | 4 | -2 | nt | 2 | 2 | 0 | -3.3 | 112
O=C(Cn1cnc2ccccc21)N/N=C/c1cccnc1 | -4 | 10 | 0 | 3 | -1 | -1 | 8 | 1 | -0.4 | 98
COc1ccc(N)cc1NC(=O)CN1CCOCC1 | -4 | -2 | -1 | 7 | -6 | 2 | -3 | -6 | -2.2 | 91
Cn1c(N2CCOCC2)nc2c1c(=O)n(Cc1ccc(Cl)cc1)c(=O)n2C | 0 | 12 | -5 | 7 | nt | 2 | 2 | -1 | -1.1 | 98
CCN(CC)CCN1C(=O)C2C(C(=O)Nc3cccc(SC)c3)C3C=CC2(O3)C1C(=O)NC1CCCC(C)C1C (configuration not stated) | -1 | 4 | 0 | -9 | -3 | -3 | -1 | -4 | -1.6 | 98
C[C@H](CO)N1C[C@H](C)[C@@H](CN(C)Cc2ccccn2)Oc2ncc(-c3ccccc3)cc2C1=O | 1 | 4 | 12 | -1 | -2 | 0 | 7 | -2 | -1.1 | 103
COc1ccccc1CCNC(=O)c1ccc(C)o1 | -5 | 12 | 6 | -2 | -7 | 0 | -3 | -2 | -1.3 | 97
COc1ccccc1-c1cc2nc(C)c(CCC(=O)NCc3ccco3)c(C)n2n1 | 5 | -3 | 7 | 7 | -6 | -1 | 33 | 2 | -1.1 | 97
CCN[C@H]1CN(CCCOC)S(=O)(=O)c2sc(S(N)(=O)=O)cc21 | 1 | -4 | 4 | 1 | -6 | 0 | 3 | -7 | 0.5 | 99
C#CCN(C[C@@H]1[C@@H](OC(=O)NCC2CCCCC2)[C@@H](OC(=O)NCC2CCCCC2)CN(C(=O)OC(C)C)N1C(=O)OC(C)C)S(=O)(=O)c1ccc(C)cc1 | 0 | 7 | 14 | -5 | -5 | -9 | -7 | 4 | 0.0 | 98
Cc1ccc(NC(=O)CSc2nc(N)c3cc4c(nc3n2)CCCC4)cc1 | 3 | 14 | 2 | -5 | -6 | 1 | 2 | 1 | 0.8 | 96
CC(C)C(N)c1csc(Nc2ccccn2)n1 (configuration not stated) | 5 | 13 | 3 | 1 | -9 | 1 | 5 | -10 | -0.4 | 102
Cc1cccc(NC(=O)/C(=C\c2ccc([N+](=O)[O-])o2)NC(=O)c2ccc(Cl)cc2)c1 | 3 | 11 | 4 | 3 | -5 | 0 | 6 | 0 | 1.9 | 107
COc1ccc(N(CC(C)C)S(=O)(=O)c2nnc(NC(=O)c3ccco3)s2)cc1 | 0 | -1 | -2 | 5 | -7 | 0 | 0 | -1 | -0.4 | 95
Cc1ccc(COC(=O)c2nn(-c3ccccc3)nc2N)cc1 | 6 | 12 | -1 | 4 | -20 | 1 | -8 | -17 | 2.0 | 106
Cc1ccc(-c2n[nH]c(=S)nc2-c2ccc(C)cc2)cc1 | -2 | -1 | -9 | -7 | -3 | 1 | 8 | -20 | -1.1 | 103
CCOC(=O)NC(=O)c1cn(-c2ccc(OC)cc2)c(=O)[nH]c1=O | 9 | 4 | 6 | 2 | -3 | 1 | 4 | 0 | 2.4 | 98
CCN(CC)c1ccc(C(=O)NNC(=O)CCc2nc3ccccc3c(=O)[nH]2)cc1 | 0 | 7 | 3 | 7 | -3 | -2 | 56* | 1 | -1.1 | 101
CCN(CC)CCCn1c2c(c(SCC(=O)Nc3nc(C)cs3)nc1=O)CCC2 | -4 | 3 | -3 | 2 | -12 | -1 | 4 | -1 | -1.0 | 99

Reprinted at random: 2 records from the list.
SMILES | m5-HT2A agonist | MC4R antag cAMP | ABHD5 PLIN5 PPI | PDI turbidity | CaV13 ICDI inh | N-glyco inh | H9c2 protect | Granule exo inh | MC4R barr agon | ABCB6 inh 2
COc1ccc(N(CC(C)C)S(=O)(=O)c2nnc(NC(=O)c3ccco3)s2)cc1 | 0 | -1 | -2 | 5 | -7 | 0 | 0 | -1 | -0.4 | 95
Cc1cccc(NC(=O)/C(=C\c2ccc([N+](=O)[O-])o2)NC(=O)c2ccc(Cl)cc2)c1 | 3 | 11 | 4 | 3 | -5 | 0 | 6 | 0 | 1.9 | 107

Further records
SMILES | m5-HT2A agonist | MC4R antag cAMP | ABHD5 PLIN5 PPI | PDI turbidity | CaV13 ICDI inh | N-glyco inh | H9c2 protect | Granule exo inh | MC4R barr agon | ABCB6 inh 2
Cc1ccc(S(=O)(=O)N2CCCCC2)cc1NC(=O)c1ccncc1 | 13 | 10 | 1 | 2 | -6 | 0 | 2 | -2 | -1.2 | 92
O=C(Nc1ccc(N2CCN(C(=O)c3ccccc3)CC2)cc1)c1cccnc1 | 0 | -6 | 0 | -3 | -4 | -5 | -4 | -6 | -1.3 | 100
CN1CCN(S(=O)(=O)c2ccc(C(=O)Nc3ccccc3)cc2)CC1 | -3 | 0 | 2 | 10 | -8 | 0 | 1 | -2 | -0.2 | 95
Cc1ccc(S(=O)(=O)N2CCC(N3CCC(C)CC3)CC2)cc1 | -7 | 3 | -2 | -5 | -4 | -3 | -4 | 1 | -5.6 | 81
CCN(CC)c1ccc(S(=O)(=O)N2CCOCC2)cc1NC(=O)CNCc1cccc(Cl)c1 | -1 | 4 | 9 | 19 | -5 | -5 | -7 | -1 | 3.8 | 87
O=C(O)c1cc(-c2ccc(/C=C3/SC(=S)N(Cc4ccccc4)C3=O)o2)ccc1Cl | -1 | -1 | 5 | -6 | -37 | 1 | -6 | 90* | -1.2 | 206
COc1ccc(CNC(=O)Nc2ccc(C)cc2)cc1 | -2 | 7 | -3 | -4 | -2 | -1 | -5 | -2 | -0.8 | 95
CCN(C[C@H]1N[C@@](CC)(C(=O)OC)[C@H]2C(=O)N(Cc3ccccc3)C(=O)[C@@H]12)S(=O)(=O)c1ccc(F)cc1 | -2 | 4 | 2 | -1 | -5 | -2 | 59* | -1 | 2.6 | 98
CCOc1ccc(CCNC(=O)CN2C(=O)NC(CCSC)C2=O)cc1OCC (configuration not stated) | 3 | 3 | 0 | 14 | 2 | 3 | -11 | 0 | 0.2 | 124
CCn1cc(C(=O)NCCCN(C)C)c(=O)c2cc(F)c(N3CCN(C)CC3)cc21 | -6 | -1 | 2 | -3 | -5 | -1 | -3 | -3 | -0.6 | 95
O=C(Nc1oc2ccccc2c(=O)c1-c1ccc2c(c1)OCO2)c1ccco1 | 14* | 5 | 11 | 8 | -10 | -2 | 10 | -8 | 0.1 | 99
Cc1ccc(NC(=O)C2CCCC2)cc1Cl | -4 | -1 | -3 | 3 | -5 | 0 | -4 | 4 | -0.3 | 93
N#CCCNS(=O)(=O)c1ccc(C(=O)OCC(=O)Nc2ccc3c(c2)OCO3)cc1 | -4 | 4 | 4 | 13 | -7 | 4 | 7 | -1 | -0.4 | 84
CCc1ccc2nc3c(c(C(=O)O)c2c1)CCC3 | 1 | -1 | -1 | -10 | -4 | -1 | 1 | 1 | -0.3 | 93
Cc1ccc(NC(=O)c2cc(-c3cccs3)nc3ccccc23)nc1 | 0 | 0 | -4 | 2 | -5 | -2 | 64* | -9 | 0.3 | 93
COC(=O)c1cc2occc2n1Cc1cccc(C)c1 | -2 | -9 | -8 | 2 | -3 | -1 | 0 | 4 | -1.7 | 102
C=CCNC(=S)NNC(=O)c1cc(O)ccc1O | 0 | -4 | -2 | 6 | -6 | 1 | 0 | 1 | -2.5 | 82
COC(=O)c1ccccc1OS(=O)(=O)N(C)C | -5 | -4 | 15 | 8 | -7 | 2 | 19 | 0 | 1.8 | 97
CC1=C(C(=O)N2CCCCCC2)CC(CC(=O)NC2CCCC2)C(=O)N1Cc1ccc(F)cc1 (configuration not stated) | 0 | nt | -1 | nt | -11 | nt | nt | 2 | nt | 98
O=C(NCCCN1CCCC1=O)[C@H](CSCc1ccccc1)N1Cc2ccccc2C1=O | -2 | 10 | -11 | 6 | 0 | 3 | 3 | 0 | -0.1 | 94
CC(C)c1nc2ccc(NC(=O)C3CCCCC3)cc2[nH]1 | -5 | 16 | 1 | 13 | -2 | -1 | -8 | 2 | -0.5 | 89
COc1cc(NC(=S)NCC2CCCO2)c(OC)cc1Cl (configuration not stated) | 0 | 7 | -6 | -2 | -7 | 3 | 0 | -5 | -3.9 | 107
O=C(CN1C(=O)NC2(CCCCCCC2)C1=O)NCc1ccc(Cl)cc1 | 6 | 11 | -6 | -7 | -4 | 7 | -6 | -12 | -0.8 | 96
Cc1noc(C)c1C(=O)OCC(=O)Nc1ccccc1SCC#N | 1 | 10 | 1 | -1 | -4 | 2 | 6 | 2 | -0.1 | 166
CC(C)NC(=O)C1CCN(Cc2cnn(-c3ccccc3)c2-n2cccc2)CC1 | 8 | 1 | 5 | 11 | nt | 2 | -13 | -4 | 0.6 | 100
Cc1sc2ncn(CC(=O)NCCCC(=O)Nc3ccc(C(C)C)cc3)c(=O)c2c1C | -3 | 0 | -4 | -16 | -2 | 0 | -3 | 7 | -1.7 | 95
CCCc1cc(C(N)=O)c(NC(C)=O)s1 | -1 | 3 | -10 | 1 | -3 | 2 | 2 | 3 | 1.8 | 107
Cc1nn(CCCC(=O)NC(C)c2ccccc2)c(=O)c2nn(-c3ccccc3)c(C)c12 (configuration not stated) | -4 | 6 | 2 | 9 | -3 | 5 | -1 | 12 | 0.5 | 96
CC(Sc1nnc(-c2ccco2)n1N)C(=O)NCc1ccc2c(c1)OCO2 (configuration not stated) | -1 | 12 | 9 | -8 | -6 | -1 | 6 | -3 | -1.4 | 100
CCc1ccccc1NC(=O)CCS(=O)(=O)c1ccc(Br)cc1 | 1 | 0 | -8 | 4 | -4 | 0 | -4 | 5 | -2.5 | 98
CC(C)(C)NS(=O)(=O)c1ccc(Oc2ncc(C(F)(F)F)cc2Cl)cc1 | -4 | 10 | 5 | 4 | -5 | -2 | -13 | -2 | 1.9 | 94
CCCCc1ccc(NC(=S)NN2CCOCC2)cc1 | 5 | 3 | 3 | -3 | -13 | 0 | -14 | -5 | -0.6 | 96
CCC1CCCCN1CCCNC(=O)c1cn(CC)c2ccc(S(=O)(=O)N(C)C3CCCCC3)cc2c1=O (configuration not stated) | -6 | 3 | 12 | 9 | -2 | 4 | -11 | 7 | -2.2 | 87

Bioassay records as filed in PubChem.
